# UBC13 inh = UBC13 polyubiquitin chain formation inhibitors, primary screen, biochemical, TR-FRET, uHTS. inhibition, % at 20 µM. Ubiquitin-conjugating enzyme E2 N (Homo sapiens), P61088. 330,000 compounds, 0.47% hits; in the data active means inhibition above about 45%, passing the limit was not always enough
# CXCR6 block = CXCR6 receptor inhibitors, primary screen, cell-based, beta-arrestin, luminescence, CHO-K1 PathHunter, 1536-well; C-X-C chemokine receptor type 6 (Homo sapiens), O00574; inhibition, % at 20 µM; 360,000 compounds, 0.36% hits; in the data active means inhibition above about 34%, passing the limit was not always enough;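 further: antagonist mode with CXCL16 agonist at 10 nM final; 0% = 10 nM CXCL16 with DMSO and 100% = unstimulated wells without agonist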
# Target sequence (O00574 whole entry, looked up): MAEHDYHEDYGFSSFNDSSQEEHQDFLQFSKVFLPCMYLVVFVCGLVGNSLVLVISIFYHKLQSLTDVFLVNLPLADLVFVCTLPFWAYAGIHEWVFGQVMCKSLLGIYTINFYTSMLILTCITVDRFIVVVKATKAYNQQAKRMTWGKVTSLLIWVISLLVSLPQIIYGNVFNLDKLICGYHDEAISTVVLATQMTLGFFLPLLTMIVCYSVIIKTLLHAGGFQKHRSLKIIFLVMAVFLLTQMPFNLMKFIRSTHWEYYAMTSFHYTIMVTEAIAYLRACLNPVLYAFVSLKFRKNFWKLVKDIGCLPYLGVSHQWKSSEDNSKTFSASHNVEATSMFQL
# APJ antagonist = antagonists of human apelin receptor APJ, primary screen, CHO-K1 cells, beta-arrestin complementation, luminescence; P35414; inhibition, % at 20 µM; 330,000 compounds, 0.32% hits;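 active means inhibition above about 40% at 20 µM, limit read from the data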;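 further: cells challenged with 10 nM apelin-13 agonist together with compound; plate controls were apelin-13 plus DMSO wells for no effect and DMSO wells lacking apelin-13 for full effect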
# Target sequence (P35414 whole entry, looked up): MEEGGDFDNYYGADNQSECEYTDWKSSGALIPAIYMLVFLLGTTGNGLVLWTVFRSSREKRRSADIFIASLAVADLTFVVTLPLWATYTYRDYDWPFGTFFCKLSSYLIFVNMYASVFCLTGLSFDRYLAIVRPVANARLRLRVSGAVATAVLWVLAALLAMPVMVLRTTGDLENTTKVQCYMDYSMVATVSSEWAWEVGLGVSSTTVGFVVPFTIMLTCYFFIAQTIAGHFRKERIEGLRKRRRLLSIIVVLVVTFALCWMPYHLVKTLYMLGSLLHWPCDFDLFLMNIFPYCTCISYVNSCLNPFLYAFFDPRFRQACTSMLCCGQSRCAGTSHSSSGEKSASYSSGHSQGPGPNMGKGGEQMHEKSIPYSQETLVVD
# EBI2 block = EBI2 receptor antagonists, beta-arrestin recruitment, primary screen, cell-based, luminescence, 7a,25-OHC stimulation, uHTS; G-protein coupled receptor 183 (Homo sapiens), P32249; 7a,25-OHC stimulated; inhibition, % at 5 µM; 360,000 compounds, 0.81% hits; AID 651636, 2012; in the data active means inhibition above about 38%;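 further: enzyme fragment complementation signal reports receptor beta-arrestin coupling in cells; 0% = agonist plus DMSO wells and 100% = wells without agonist; some results beyond the cut were filed as inactive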
# Target sequence (P32249 whole entry, looked up, the tested form may be a part): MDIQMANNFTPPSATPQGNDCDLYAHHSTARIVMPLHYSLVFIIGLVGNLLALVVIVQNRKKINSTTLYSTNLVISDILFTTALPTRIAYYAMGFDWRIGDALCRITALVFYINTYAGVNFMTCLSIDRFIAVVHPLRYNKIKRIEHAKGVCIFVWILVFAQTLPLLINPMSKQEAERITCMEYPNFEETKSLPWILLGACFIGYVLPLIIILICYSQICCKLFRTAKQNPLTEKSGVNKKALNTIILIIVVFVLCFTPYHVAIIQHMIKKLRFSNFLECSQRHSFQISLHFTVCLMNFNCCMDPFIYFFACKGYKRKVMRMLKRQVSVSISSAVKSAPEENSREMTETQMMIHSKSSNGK
# Gli-Sufu antag = Gli-Sufu pathway antagonists, primary screen, luciferase luminescence, Sufu-KO-LIGHT cells, uHTS; Sufu-KO-LIGHT fibroblasts, Gli luciferase reporter luminescence; inhibition, % at 5 µM; 340,000 compounds, 0.74% hits; AID 588413, 2011;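 active means inhibition above about 55%, limit read from the data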;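 further: 0% = DMSO-treated cells and 100% = wells with medium but no cells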
# APJ agonist = agonists of human apelin receptor APJ, primary screen, CHO-K1 cells, PathHunter beta-arrestin, luminescence | activation, % at 20 µM | 0% DMSO wells, 100% apelin | AID 2520, 2010 | 330,000 compounds, 0.11% hits;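 active means activation more than six SD over the plate average, tested at 20 µM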;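 further: 0% = DMSO alone and 100% = apelin-13 at 10 nM; some results filed as inactive read as strong as hits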
#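 Test system: CHO-K1 APJ beta-arrestin complementation cell line | Compound: Single test compound dose, 20 µM final, 1% DMSO | Incubation: Compound 90 min 25 °C, reagent 1 h | Measured by: beta-gal luminescence | Read-out basis: APJ–arrestin association signal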
# CCR6 antag = CCR6 receptor antagonists, primary screen, cell-based, CHO-K1, luminescence, beta-arrestin, uHTS | CHO-K1 CCR6 PathHunter beta-arrestin, CCL20-stimulated | inhibition, % at 20 µM | 340,000 compounds, 0.49% hits;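 active means compounds whose inhibition of the agonist-driven luminescence signal at 20 µM reaches about 50%, limit read from the data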;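 further: cells stimulated with CCL20 at 14 nM final; plate controls were DMSO with CCL20 for no effect and DMSO without agonist for full effect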
# ATG4B inh = ATG4B protease inhibitors, primary screen, biochemical, fluorescence, uHTS; Cysteine protease ATG4B (Homo sapiens), Q9Y4P1; ATG4B cleavage of LC3-PLA2, NBD-HPC fluorescence, 1 h; inhibition, % at 8.33 µM; 340,000 compounds, 0.51% hits; AID 504462, 2011; in the data active means inhibition above about 40%
# * = called active by the depositor; x = not tested or not shown. Compounds were not picked by outcome. About 3% of those tested had a hit in this group.
Structure	UBC13 inh	CXCR6 block	APJ antagonist	EBI2 block	Gli-Sufu antag	APJ agonist	CCR6 antag	ATG4B inh
C[C@]12C=CC(=O)C=C1CC[C@@H]1C2C(O)C[C@@]2(C)C1CC[C@]2(O)C(=O)COC(=O)CCC(=O)NC(CC(=O)O)C(=O)O (some centres undefined)	4	4	11	6	3	1	2	-2
C=CCn1c(SCC(=O)NC2CCCCC2)nc2ccccc2c1=O	-4	-5	-16	4	7	-4	3	-2
C[C@H](NCc1c[nH]c2ccccc12)c1ccccc1	12	-8	6	4	5	-5	1	4
CCOc1ccc(/C=C2/SC(=S)N(CCC(=O)Nc3ccc(C(=O)O)cc3)C2=O)cc1	-20	13	14	-1	6	-4	14	11
NS(=O)(=O)c1ccc(NC(=O)c2cc(-c3ccccc3O)n[nH]2)cc1	3	-6	5	-4	x	-3	10	-2
CCCCN(CC)CCNC(=O)c1cc2c(=O)n(C)c3ccccc3c2s1	70*	4	4	7	18	0	15	-5
CCOC(=O)c1cc2c(=O)n3cccc(C)c3nc2n(CC(C)C)c1=NC(=O)c1ccco1	-6	2	7	7	18	0	10	-1
O=C1CCCC(=O)N1c1ccc(O)cc1	6	1	2	4	-10	0	9	-3
O=C(NNc1cc(Br)c(O)c(Br)c1)c1ccccc1	-46	59*	96*	38	13	-14	87*	1
O=C(COC(=O)C1=COCCO1)NCc1ccc(Cl)cc1	-15	14	-1	-11	-14	2	0	-2
Cc1ccc(NC(=O)CSc2nnc(CNC(=O)C34CC5CC(CC(C5)C3)C4)n2-c2ccc(F)cc2)cc1	-17	-12	6	20	10	-4	9	-23
COc1ccc(C(=O)NC2CC3CCCC(C2)N3Cc2ccccc2)cc1 (centres undefined)	-5	9	-1	3	32	-2	11	3
CN(C)c1nc(NCc2ccccc2)nc(N/N=C/c2ccc(Br)cc2)n1	-11	-8	3	5	3	-3	-4	2
C=CCn1c(C)cc(C(=O)COC(=O)/C=C/c2c(C)nn(C3CCS(=O)(=O)C3)c2Cl)c1C (centres undefined)	-14	1	-5	-7	1	1	3	-4
Cc1cccc(C)c1OCCCn1ccnc1	6	3	1	-3	0	-4	2	-2
CC(C)Cc1n[nH]c(=O)[nH]1	-1	-4	12	-11	2	1	-4	-11
CC(=O)OC(COc1cccc(C)c1)Cn1cnc2ccccc21 (centres undefined)	15	7	20	3	-5	3	5	-13
Fc1ccc(NC(=S)N2CCCCC2)cc1	-4	1	6	-3	1	-1	6	-1
CSCCC(NC(=O)OC(C)(C)C)C(=O)Oc1ccc2c(=O)c(-c3ccc4c(c3)OCCO4)coc2c1 (centres undefined)	-6	3	9	20	-122	-2	-6	-1
COc1ccc(OC)c(C2C(C(=O)c3ccco3)=C(O)C(=O)N2Cc2cccnc2)c1 (centres undefined)	-12	-3	21	-11	-8	-2	-1	2

# Record cards (already shown):
# Profile of CC(=O)OC(COc1cccc(C)c1)Cn1cnc2ccccc21 (centres undefined) → UBC13 inh = 15; CXCR6 block = 7; APJ antagonist = 20; EBI2 block = 3; Gli-Sufu antag = -5; APJ agonist = 3; CCR6 antag = 5; ATG4B inh = -13
# Profile of C[C@H](NCc1c[nH]c2ccccc12)c1ccccc1 → UBC13 inh = 12; CXCR6 block = -8; APJ antagonist = 6; EBI2 block = 4; Gli-Sufu antag = 5; APJ agonist = -5; CCR6 antag = 1; ATG4B inh = 4

# (more compounds)
Structure	UBC13 inh	CXCR6 block	APJ antagonist	EBI2 block	Gli-Sufu antag	APJ agonist	CCR6 antag	ATG4B inh
COc1ccc(C(=O)OCc2c(F)cccc2Cl)cc1S(=O)(=O)N1CCOCC1	9	-3	5	3	-4	-2	4	11
CCOCCn1c(N2CCCC2)nc2c1c(=O)n(C)c(=O)n2C	-1	1	-1	-5	10	0	9	2
COc1ccc(NC(=O)COC(=O)c2ccccc2SCC(=O)N2CCCC2)cc1	9	0	9	5	-2	-5	6	-11
Cc1cccn2cc(-c3ccc(NC(=O)Cc4ccccc4)cc3)nc12	9	-7	12	-1	-11	6	-7	-15
Cc1ccc(-n2c(SCC(=O)N3CCOCC3)nc(O)cc2=O)cc1	0	-9	18	-7	-7	-2	0	4
O=P(OC1CCCCC1)(OC1CCCCC1)C(O)c1ccc(Cl)cc1Cl (centres undefined)	8	-3	7	11	6	-3	11	1
C=CCn1c(SCC(=O)Nc2ccccc2C)nnc1-c1ccncc1	-3	-2	30	2	17	-5	7	-11
COc1ccccc1NC1=Nc2cccc3cccc1c23	-1	2	12	-4	-7	-1	0	3
CC(=O)c1cccc(NC(=O)c2cc(C)no2)c1	2	4	8	4	-3	-1	9	-8
CCOC(=O)C1=NNC2(c3ccc(C)cc3)C(=O)N(c3ccc(Cl)cc3)C(=O)C12 (centres undefined)	-20	-2	3	-4	-6	-3	10	-15
Cc1cccc(OCC(=O)NCC(=O)N/N=C/c2c(C)[nH]c3ccccc23)c1	6	-3	-1	-1	3	1	-2	-9
O=C(O)COCC(=O)Nc1cc(C(F)(F)F)cc(C(F)(F)F)c1	2	-1	0	0	1	3	2	-9
COc1nc(N(C)C)nc(N(C#N)CCOC(C)=O)n1	-7	1	-17	-6	1	2	5	-3
COc1ccc2nc(SCC(=O)NC3CCCCC3C)[nH]c2c1 (centres undefined)	10	-4	-5	14	5	-2	-5	-1
COc1cccc(/C=C2\SC(=S)N(CCCC(=O)N3CCCCC3CCO)C2=O)c1 (centres undefined)	6	-6	-9	19	10	-3	13	-9
CCOC(=O)c1cc(S(=O)(=O)N(C)Cc2ccccc2)cn1C	1	-1	0	3	-1	0	20	5
COc1cccc(C(C(=O)NCC2CCCO2)N(C(=O)Cn2nnc3ccccc32)c2ccc(NC(C)=O)cc2)c1 (centres undefined)	4	1	10	3	-15	0	-10	-8
Cc1ccc(NC(=O)CSC2=NN3CCCC(=O)N=C3S2)c(C)c1	-7	-2	7	-1	-10	-2	8	-2
Cc1cc(C)cc(N(CC(=O)N/N=C/c2ccncc2)S(=O)(=O)c2ccccc2)c1	9	3	8	-7	3	-3	16	-5
CN(CCC#N)C(=S)Nc1ccc(F)cc1	7	-20	-4	-4	12	-2	-5	-4

# (next part)
# Abbreviations – A = UBC13 inh; B = CXCR6 block; C = APJ antagonist; D = EBI2 block; E = Gli-Sufu antag; F = APJ agonist; G = CCR6 antag; H = ATG4B inh
CC(C)CC(=O)Nc1ccc(Oc2ccc(NC(=O)CC(C)C)cc2)cc1
  A = 4; B = 6; C = -17; D = -5; E = 0; F = -3; G = -4; H = 1

CCc1ccc(N2CC(C)Cn3c2nc2c3c(=O)[nH]c(=O)n2C)cc1 (centres undefined)
  A = 4; B = 21; C = 15; D = 8; E = 14; F = -2; G = 9; H = -2

CCc1cc(C(=O)OC)c(NC(=O)c2cc(Br)cs2)s1
  A = 16; B = 3; C = -10; D = 9; E = 7; F = 1; G = 8; H = -1

O=C(N[C@@H](Cc1c[nH]c2ccccc12)C(=O)NC1CC1)c1ccccc1Cl
  A = 6; B = -4; C = 1; D = -8; E = -6; F = -3; G = 2; H = -11

COc1ccccc1N1C(=O)CC(N2CCN(c3ccc([N+](=O)[O-])cc3)CC2)C1=O (centres undefined)
  A = -13; B = 7; C = 10; D = -5; E = 3; F = 0; G = 8; H = -9

COc1ccc(C(=O)O)cc1S(=O)(=O)Nc1cc(Cl)ccc1N1CCOCC1
  A = -4; B = -4; C = -1; D = 1; E = 2; F = 2; G = 0; H = -7

COc1ccccc1-c1nc2ccccc2c(=O)n1NC(=O)c1cccs1
  A = -17; B = -12; C = 0; D = -6; E = -7; F = 0; G = 17; H = -4

CCCOc1ccc2c(c1)C(=NN=C(N)N)c1cc(OCCC)ccc1-2
  A = 45; B = 4; C = 18; D = -5; E = -6; F = -3; G = 5; H = 26

CC(=O)/C(C#N)=C1\NC(=O)C(Cc2cc(Cl)ccc2Cl)S1 (centres undefined)
  A = -2; B = 2; C = 23; D = 1; E = 3; F = 2; G = 3; H = -3

O=C(NCCCc1ccccc1)c1cncc(Br)c1
  A = 6; B = 14; C = -7; D = 19; E = 4; F = -4; G = 12; H = -2

O=C(c1nnsc1S(=O)c1ccc(Cl)cc1)N1CCOCC1 (centres undefined)
  A = -12; B = 67*; C = 24; D = 27; E = 21; F = -1; G = 74*; H = 3

CCC(NCc1cccnc1)c1ccc(OC)c(OC)c1 (centres undefined)
  A = x; B = -3; C = x; D = -3; E = 0; F = x; G = 8; H = 1

CCOc1ncccc1C(=O)OCc1c(Cl)cccc1Cl
  A = 6; B = -4; C = -2; D = 2; E = 2; F = 0; G = 13; H = 3

O=C(Nc1ccc(Cl)cn1)c1ccc([N+](=O)[O-])o1
  A = x; B = -6; C = x; D = -7; E = 0; F = x; G = -8; H = -4

Cc1ccc(NC(=O)CSc2nnc([C@@H]3CCCN3C(=O)OC(C)(C)C)o2)c(C)c1
  A = -1; B = 1; C = -1; D = 5; E = 0; F = -2; G = 5; H = -4

CCn1c(C(=O)N2CCC(C(=O)NCc3ccc4c(c3)OCO4)CC2)cc2sccc21
  A = -6; B = -15; C = -5; D = 17; E = 7; F = 2; G = 6; H = -7

CCOC(=O)N1CCN(C(=O)CN2C(=O)COc3ccc(C)cc32)CC1
  A = -6; B = -3; C = 1; D = 1; E = 2; F = -4; G = -6; H = 2

O=C(NCCNC(=O)c1ccccn1)c1ccccc1
  A = -2; B = 3; C = 11; D = -7; E = -14; F = -3; G = -7; H = -13

Cc1cc(NC(=O)COC(=O)C2CCN(S(=O)(=O)c3ccccc3)CC2)c([N+](=O)[O-])cc1C
  A = -10; B = 15; C = 13; D = -1; E = -2; F = 7; G = 8; H = 0

Cc1cc(N(C)Cc2ccccc2)nc(-c2ccccc2)n1
  A = 6; B = 0; C = 0; D = 4; E = -1; F = -6; G = 9; H = -6

CCC(C)(c1nnnn1-c1c(C)cccc1C)N(N=O)c1cccc(C(F)(F)F)c1 (centres undefined)
  A = 2; B = -2; C = 19; D = 18; E = 6; F = -4; G = 16; H = 2

# Structural class: those above containing an NH in an aromatic ring
# Abbreviations – A = UBC13 inh; B = CXCR6 block; C = APJ antagonist; D = EBI2 block; E = Gli-Sufu antag; F = APJ agonist; G = CCR6 antag; H = ATG4B inh
C[C@H](NCc1c[nH]c2ccccc12)c1ccccc1
  A = 12; B = -8; C = 6; D = 4; E = 5; F = -5; G = 1; H = 4

NS(=O)(=O)c1ccc(NC(=O)c2cc(-c3ccccc3O)n[nH]2)cc1
  A = 3; B = -6; C = 5; D = -4; E = x; F = -3; G = 10; H = -2

CC(C)Cc1n[nH]c(=O)[nH]1
  A = -1; B = -4; C = 12; D = -11; E = 2; F = 1; G = -4; H = -11

Cc1cccc(OCC(=O)NCC(=O)N/N=C/c2c(C)[nH]c3ccccc23)c1
  A = 6; B = -3; C = -1; D = -1; E = 3; F = 1; G = -2; H = -9

COc1ccc2nc(SCC(=O)NC3CCCCC3C)[nH]c2c1 (centres undefined)
  A = 10; B = -4; C = -5; D = 14; E = 5; F = -2; G = -5; H = -1

CCc1ccc(N2CC(C)Cn3c2nc2c3c(=O)[nH]c(=O)n2C)cc1 (centres undefined)
  A = 4; B = 21; C = 15; D = 8; E = 14; F = -2; G = 9; H = -2

O=C(N[C@@H](Cc1c[nH]c2ccccc12)C(=O)NC1CC1)c1ccccc1Cl
  A = 6; B = -4; C = 1; D = -8; E = -6; F = -3; G = 2; H = -11

# High-throughput results: PubChem, Sanford-Burnham Center for Chemical Genomics
